# Peg3 promoter: reduces Peg3 promoter-driven luciferase expression in HeLa | HeLa PEG-Prom luciferase reporter, luminescence, overnight | inhibition, % at 20 µM | 360,000 compounds, 1.7% hits | AID 588405;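 active = inhibition of at least 50% at 20 µM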
# NR2E3 ag-1: human photoreceptor-specific nuclear receptor agonism; Q9Y5X4; CHO-S Gal4-NCOR/VP16-NR2E3 two-hybrid, luciferase; inhibition of corepressor binding, % at 3.98 µM; 360,000 compounds, 0.35% hits; AID 602229;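 active = inhibition above the mean of all tested compounds plus 3 SD, cut at about 70% in these data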;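 note: 0% = DMSO with NR2E3 transfected cells and 100% = cells lacking NR2E3 construct; higher means lower luciferase signal from less NR2E3 corepressor binding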
# Target sequence (Q9Y5X4 whole entry, looked up, the tested form may be a part): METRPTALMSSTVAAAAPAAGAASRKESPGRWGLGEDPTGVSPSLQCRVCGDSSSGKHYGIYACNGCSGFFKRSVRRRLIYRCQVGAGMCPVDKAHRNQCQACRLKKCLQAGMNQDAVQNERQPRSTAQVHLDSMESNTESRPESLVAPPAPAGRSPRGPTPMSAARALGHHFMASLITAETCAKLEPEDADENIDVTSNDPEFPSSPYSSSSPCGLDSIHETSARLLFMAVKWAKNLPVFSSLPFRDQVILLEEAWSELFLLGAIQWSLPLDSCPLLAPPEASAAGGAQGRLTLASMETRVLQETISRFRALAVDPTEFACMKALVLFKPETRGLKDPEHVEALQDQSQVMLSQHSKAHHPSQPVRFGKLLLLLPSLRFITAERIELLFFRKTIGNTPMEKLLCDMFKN
# TWEAK Fn14 block: inhibitors of TWEAK-Fn14 interaction signaling; TWEAK-stimulated Fn14 reporter cells, luciferase luminescence, 8 h; inhibition, % at 10 µM; 360,000 compounds, 2% hits; in the data active = inhibition above about 50%
# KKLEB tox: CF airway cell cytotoxicity counter-screen | KKLEB CF airway cells viability, ATPlite luminescence, overnight; hits give low values; cells stimulated with P. aeruginosa culture filtrate | activity change (cytotoxicity), % at 5 µM | AID 602141 | 360,000 compounds, 0.36% hits;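 active = corrected activity change at or below -50% at 5 µM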
# CF NFkB block: blocks PAF-induced NF-kB reporter in cystic fibrosis cells | KKLEB NF-kB-GFP reporter, GFP fluorescence overnight | inhibition, % at 5 µM | 360,000 compounds, 0.86% hits;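 active = at least 50% inhibition at 5 µM, scaled per plate between neutral and stimulator controls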;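 note: PAF is a Pseudomonas aeruginosa culture filtrate used as stimulus; plate controls were PAF-stimulated DMSO wells for no effect and unstimulated DMSO wells for full effect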
# NR2E3 ag-2: NR2E3 (human) agonism. Q9Y5X4. GST-NR2E3/biotin-RetCOR TR-FRET, 1536-well. inhibition of corepressor binding, % at 4.78 µM. 320,000 compounds, 0.12% hits. AID 2300;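 active = percent inhibition above the cutoff of mean plus 3 SD of all tested compounds, set per screening campaign, cut at about 20% in these data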;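 note: 0% = DMSO wells and 100% = biotin wells as full block of FRET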
#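 system = GST-tagged NR2E3 plus biotinylated RetCOR corepressor | input = 1.35 nM GST-NR2E3 | also added = 7 nM biotin-RetCOR | schedule = 5 h incubation at 4 °C | measured by = TR-FRET with europium anti-GST and streptavidin-D2, 340 nm excitation | read-out = percent loss of FRET ratio relative to control wells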
# aDG glyco act: increases alpha dystroglycan glycosylation. activation, % at 10 µM. Pro5-aDG cells, alpha-DG glycosylation AlphaScreen (IIH6); 0% Pro5, 100% B10-LARGE cell signal. 360,000 compounds, 0.22% hits. AID 624168;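 active = activation of at least 8% versus controls, or a plate z-score of at least 8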;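 note: Pro5 are CHO cells carrying HIG-tagged alpha-DG that lacks glycosylation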
# hiPSC survival: increases survival of single human iPS cells; hiPSC single-cell survival, ATPlite luminescence; 100% = ROCK inhibitor wells, 0% = DMSO; survival enhancement, % at 20 µM; 360,000 compounds, 0.044% hits; in the data active = survival enhancement above about 18%;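 note: cells exposed to compounds for 16 hours before the ATP read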
# HIF-2a block: HIF-2a inhibition. 786-0 RCC cells HIF-2a reporter, luciferase luminescence, overnight. inhibition, % at 18.8 µM. 360,000 compounds, 0.72% hits. AID 624352;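 active = inhibition of the luminescence signal of 40% or more relative to plate controls, in a single-dose primary screen at 18.75 µM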
# Shn3 3UTR inh: Schnurri-3 reporter inhibition in Clone20 osteoblasts; Clone20 osteoblast Shn3 3'UTR firefly luciferase, 24 h; inhibition, % at 12.5 µM; 360,000 compounds, 0.52% hits; AID 588674;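 active = mean inhibition of at least 75% with every replicate also reaching 75%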;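 note: 0% = median of neutral control wells and 100% = pilot-screen positive control compound; some compounds past the cut are filed as inactive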
# MITF TRPM1 inh: MITF TRPM1 promoter inhibition in SK-MEL-5 cells; AID 488899; 330,000 compounds, 0.83% hits; inhibition, % at 12.5 µM; SK-MEL-5 TRPM1 promoter luciferase, 24 h;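 active = mean inhibition across replicates of 60% or more, whatever share of single replicates reaches that level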; note: values of inactives mirror those of a sister screen read the other way
# * = called active by the depositor; / = no result given.
SMILES,Peg3 promoter,NR2E3 ag-1,TWEAK Fn14 block,KKLEB tox,CF NFkB block,NR2E3 ag-2,aDG glyco act,hiPSC survival,HIF-2a block,Shn3 3UTR inh,MITF TRPM1 inh
COc1ccc(C(=O)Nc2ccc(Cc3ccncc3)cc2)cc1Br,-35,-23,-2,14,-44,5,0.2,-0.8,-68,-43,-3
CC(C)(C)c1ccc(-c2nc3n(c(=O)c2C#N)CCS3)cc1,-24,-41,-25,10,-1,4,-0.2,0.6,-45,14,-1
Clc1cccc(NC2=NCCC2)c1,11,4,6,2,-1,1,0.1,-4.4,8,-5,-1
Brc1ccc2nc3c(n2c1)CCCC3,-35,-6,-17,-9,-1,0,-0.1,1.0,-32,-6,-17
NC(=O)NCc1ccccc1,-9,-7,3,8,-21,-1,-0.3,-2.4,1,-16,0
COc1ccc(NC(=O)N(C)C[C@H]2Oc3c(NC(=O)Cc4ccccc4)cccc3C(=O)N([C@H](C)CO)C[C@@H]2C)cc1,1,-3,-14,7,15,/,-0.1,2.9,-6,3,-1
Cc1ccn(CC(C)C(=O)O)n1 (stereo not drawn),17,0,3,3,12,1,-0.4,1.3,7,-7,-9
CCOC(=O)C1CCCN(C(=O)c2cc3nc(-c4ccc5c(c4)OCO5)cc(C(F)(F)F)n3n2)C1 (stereo not drawn),32,-17,34,-26,31,-3,0.4,1.3,6,43,3
O=C(Nc1cccc(S(=O)(=O)NC2=NCCC2)c1)c1cc(F)c(F)c(F)c1F,19,13,2,-3,2,/,-0.2,1.5,18,16,-6
O=C(Nc1ccccc1C(=O)NC(Cc1c[nH]c2ccccc12)C(=O)O)c1ccccc1 (stereo not drawn),10,-8,3,-3,9,0,-0.1,0.4,8,-7,20
O=C(O)CCN1CC2([N+](=O)[O-])C=CC(=O)C([N+](=O)[O-])(C1)C2CC(=O)c1ccccc1 (stereo not drawn),14,-21,-2,-2,1,1,-0.1,-0.1,20,14,4
Cc1ccc(-c2cn3c(n2)CCCC3)cc1,-26,-10,1,12,6,1,0.6,-0.9,-44,9,-11
COc1ccc(C(=O)Nc2cccc(S(=O)(=O)N3CCCC3)c2)cc1S(=O)(=O)N1CCOCC1,13,-7,19,6,6,/,0.2,-1.3,10,8,10
CN1CCN(c2ccc([N+](=O)[O-])cc2NC(=O)c2ccco2)CC1,10,12,-25,5,2,2,1.5,-0.4,3,9,4
COCCN(C(=O)c1ccco1)c1nnc(-c2ccc(OC)cc2)s1,-147,-63,-2,-6,-12,0,0.0,-2.4,-181,-24,-43
CC1(C(=O)Nc2ccc3c(c2)OCCO3)CCN1C(=O)C1(c2ccccc2)CC1 (stereo not drawn),9,-13,-8,4,-24,/,-0.2,-2.8,11,-8,/
CN(C)N1C(N)=C(C#N)C(c2ccccc2)C2=C1CCCC2=O (stereo not drawn),3,6,7,4,-1,5,0.2,-1.8,13,-15,-8
CSCCC(NC(=O)c1ccco1)C(=O)N(C)CC(=O)Nc1c(Cl)cccc1Cl (stereo not drawn),12,11,-2,0,9,-1,0.0,0.8,6,17,-1
CCOP(=O)(c1ccccc1Cl)C1(O)CCCCC1 (stereo not drawn),5,-16,11,2,6,3,0.1,3.1,10,0,-3
O=C1c2ccccc2C(=O)N1c1nc2nccc(-c3ccccc3)n2n1,-4,11,-1,-10,9,1,0.6,-2.6,10,12,3
Cc1cccc(NC(=O)NCC(F)(F)F)n1,-5,-16,-7,9,-4,1,-0.1,2.8,10,-21,-11
Cc1cccc(C(=O)NCC(=O)N2CCOCC2)c1,-9,-44,-12,-3,-9,3,-0.5,-0.4,-29,-42,0
CC1CCCCC1NC(=O)CN(C)S(=O)(=O)c1cccc2nsnc12 (stereo not drawn),-1,-31,3,6,-2,-1,0.3,-2.2,15,-27,-6
Cc1c(Cl)cccc1NC(=S)N1CCC(N(C)CC2CCCO2)CC1 (stereo not drawn),8,0,7,0,-12,3,0.1,-0.2,15,-51,-3
O=C(Cc1ccccc1)Nc1ccc2oc(-c3cccnc3)nc2c1,-45,-12,14,10,3,2,-0.2,9.6,-130,2,-18
O=C(CNS(=O)(=O)c1ccccc1)N/N=C/c1ccncc1,11,-47,10,-2,6,2,0.2,-0.4,2,-4,-8
CS/C(=C\[N+](=O)[O-])Nc1ccc(OC(F)(F)F)cc1,1,23,10,4,-24,-2,-0.1,-2.9,-25,0,-12
COCCOC(=O)C1=C(C)Nc2nc(C)nn2C1c1ccccc1 (stereo not drawn),12,26,12,-5,11,1,-0.2,-2.3,13,3,10
C=CC1C(N2CCOCC2)C(C)(C)S1(=O)=O (stereo not drawn),5,-1,12,-10,-5,-3,-0.3,7.0,25,-27,0
Cc1ccccc1OCCOc1ccc([N+](=O)[O-])cc1/C=N/n1cnnc1,-37,-27,-14,-14,40,0,0.3,-0.2,-27,-17,22
COc1ccc(CC(=O)N2CCN(c3cccc(Cl)c3)CC2)cc1OC,9,10,11,4,-25,1,0.0,0.6,13,1,6
CC(=O)[C@H]1[C@@H]2C(=O)N(c3cccc(Cl)c3)C(=O)[C@@H]2[C@H]2c3ccccc3C=CN21,-35,-45,-36,-24,-4,3,-0.1,3.6,-67,-8,12
Cc1ccc(OCCNC(=O)c2cncc(Br)c2)cc1C,8,38,13,-19,14,-3,-0.4,4.1,10,0,-10
CC(C(=O)O)C1SC(=O)NC1=O (stereo not drawn),19,6,-11,-3,7,2,0.3,8.0,19,-2,-1
O=C1c2ccccc2C(O)N1c1ccc(Cl)cc1 (stereo not drawn),-101,-46,-2,10,-18,-1,-0.2,1.6,-195,-57,/
O=C(Cc1ccccc1C(=O)O)Nc1cccc2ccccc12,-11,-20,-2,3,-20,-2,0.1,0.2,2,-1,3
Cn1c(NCc2ccccc2F)nc2cc(-c3ccsc3)sc2c1=O,-45,-5,40,-6,-1,/,-0.2,4.5,-48,-2,/
N#CC1=C(N)N(c2ccc(Br)cc2)C2=C(C(=O)CCC2)C1c1cccnc1 (stereo not drawn),25,13,-1,-19,-3,-2,0.1,-3.2,-33,8,-2
O[C@@H](CNC[C@H](O)c1ccccc1)c1ccccc1,9,2,2,9,-13,2,0.1,-0.7,-2,0,1
Cc1nn(-c2ccccc2)c(C)c1/C=N/NC(=O)c1cc(C2CC2)[nH]n1,-38,10,8,7,-1,-1,0.1,5.0,-70,4,0
Cn1c(=O)c(-c2cc(Br)ccc2N)nc2ccccc21,-156,17,-7,-8,18,3,1.4,-2.3,-139,54,-26
Cc1c(NS(=O)(=O)c2ccc3c(c2)OCCO3)cccc1-c1nc2cccnc2s1,21,43,35,10,32,4,0.0,-0.6,2,-3,/
O=C(NCCc1cn2ccccc2n1)c1ccccc1F,8,-6,10,3,-11,2,0.0,4.3,-11,-4,-12
Cc1ccc(OCC(=O)N(Cc2ccco2)c2c(N)n(Cc3ccccc3)c(=O)[nH]c2=O)cc1C,9,-4,9,11,-4,1,-0.2,-1.3,11,-16,-3
CC1=CCC2C(=O)N(c3ccc(C(=O)N4CCCCCC4)cc3)C(=O)C2C1 (stereo not drawn),21,-19,-5,-2,7,-3,0.0,-0.2,1,5,10
CC(=O)N1CCc2cc(S(=O)(=O)NCc3ccc(C)cc3)ccc21,11,53,18,4,-26,1,0.1,0.0,14,26,3
COc1ccc2cc(C(=O)C3CCCN(C(=O)c4cc5nc(C)cc(C)n5n4)C3)ccc2c1 (stereo not drawn),-13,-2,-4,-2,5,0,0.0,0.0,-28,5,-10
COC(=O)c1sc(-c2ccc(C(C)(C)C)cc2)cc1NC(=O)/C=C/C(=O)O,-56,-115,16,-52*,25,2,0.5,-0.4,-118,/,-13
COc1ccc(CCNC(=O)CS(=O)(=O)c2cn(CC(=O)N3CCOCC3)c3ccccc23)cc1OC,-4,-3,-5,-4,-13,1,0.1,-0.2,-1,-10,4
Cc1ccc(S(=O)(=O)N2CCc3ccccc3C2)cc1C,24,-16,22,1,-3,/,0.2,-0.6,12,19,-3
CCc1nc(SCC(=O)N2CCOCC2)c2c(=O)n(C)c(=O)n(C)c2n1,14,-29,-5,17,-13,2,-0.1,2.6,17,-34,10
COc1ccc(NC(=O)CN(C)Cc2cccs2)cc1Cl,-43,1,-11,4,-4,2,0.1,-0.3,-78,6,-12
O=C(NCCOC(=O)c1ccncc1)c1ccccc1,1,-14,39,-6,-18,5,-0.4,-2.7,3,0,2
Cc1cc(N2CCc3ccccc32)n2ncnc2n1,16,3,4,6,-15,-6,0.2,0.8,14,-7,-2
O=C1C2C3C=CC(C4CC34)C2C(=O)N1c1nccs1 (stereo not drawn),-10,2,18,14,-2,0,-0.1,6.1,13,-4,-2
CCOC(=O)c1c(N)sc2c1CCCC2=O,-11,3,9,3,8,-5,-0.1,0.2,3,-1,2
CCC(C)S(=O)(=O)c1snnc1C (stereo not drawn),-14,-12,-13,-4,2,2,0.0,4.4,-2,-6,9
Cc1sc2nc(CSc3nc4ccccc4c(=O)n3CCCN3CCOCC3)[nH]c(=O)c2c1C,12,10,4,7,-18,-1,0.0,-3.0,9,11,-4
COc1ccccc1NS(=O)(=O)c1cc(NC(=O)c2ccncc2)ccc1N1CCOCC1,-3,-23,-21,3,20,0,-0.1,0.1,34,-34,2
CCOc1ccc(C(=O)Nc2cccc3cccnc23)cc1,-66,-24,-30,-5,-4,0,-0.1,-0.1,-106,2,4
O=C(Cn1nnc(-c2ccccc2)n1)OCc1ccccc1,-2,-1,-2,-1,-4,-1,0.1,-2.8,8,-2,7
COc1ccccc1-n1c(-c2cc(-c3ccco3)[nH]n2)n[nH]c1=S,1,7,-20,6,5,-2,-0.2,0.2,2,-3,5
